RORgamma inh – qHTS for inhibitors of ROR gamma transcriptional activity | Nuclear receptor ROR-gamma (Mus musculus), P51450 | Drosophila S2 Gal4-RORgamma UAS-luciferase reporter, 20 h | Potency, µM (titrated, usually from 53.6 µM), for inactives: at the highest dose activity change, negative = inhibition, actives largely listed as inhibitors | 5.4% of 310,000 active; also: potency is read from the fitted curve at half-maximal effect; % is scaled to controls: 0 for no effect and ±100 for the full control effect; nearly all actives have a fitted effect of over 60% in size
Target sequence (P51450 whole entry, looked up, the tested form may be a part): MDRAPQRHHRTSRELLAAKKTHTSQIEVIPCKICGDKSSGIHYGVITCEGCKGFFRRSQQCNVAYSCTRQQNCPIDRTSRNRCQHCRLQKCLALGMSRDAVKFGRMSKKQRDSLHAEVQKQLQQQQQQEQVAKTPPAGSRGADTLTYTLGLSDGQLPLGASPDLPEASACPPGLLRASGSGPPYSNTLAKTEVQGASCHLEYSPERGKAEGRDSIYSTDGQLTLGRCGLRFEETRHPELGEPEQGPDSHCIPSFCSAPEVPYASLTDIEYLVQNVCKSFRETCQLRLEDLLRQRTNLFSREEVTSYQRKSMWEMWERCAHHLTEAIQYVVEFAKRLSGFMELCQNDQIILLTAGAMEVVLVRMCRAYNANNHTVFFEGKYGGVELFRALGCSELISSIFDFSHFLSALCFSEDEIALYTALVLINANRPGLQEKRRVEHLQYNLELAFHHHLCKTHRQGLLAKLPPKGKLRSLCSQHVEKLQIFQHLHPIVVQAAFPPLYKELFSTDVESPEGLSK
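Drosophila Schneider cells stably carrying a metallothionein-driven Gal4 DBD–ROR gamma fusion and a UAS-Photinus luciferase reporter were exposed to compound for 1 hr, then induced with copper sulfate (700 uM final) for 20 hr at ambient temperature before luminescence reading.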
Menin MLL FP TR – qHTS Assay for Inhibitors Targeting the Menin-MLL Interaction in MLL Related Leukemias: Competition With Texas Red Labeled MLL-derived Mutant Peptide | O00255 | Menin + Texas Red MLL mutant peptide, fluorescence polarization | Potency, µM (titrated, usually from 61.6 µM), for inactives: at the highest dose FP activity change, negative = inhibition, usual class: inhibitors | 0.23% of 270,000 active; active = well fitted inhibition curve with a large enough effect in the polarisation, with a control signal flat, not every such curve was filed as active; inconclusive = small, poorly fitted or top-dose-only effect, or effect the other way, or a change in a side signal; inactive = no such curve, though single readings can be large or run the other way; the % refers to the polarisation; also: potency is read from the fitted curve at half-maximal effect; % of control where 0% means no effect; many of its hits are not listed in these tables
Target sequence (O00255 whole entry, looked up): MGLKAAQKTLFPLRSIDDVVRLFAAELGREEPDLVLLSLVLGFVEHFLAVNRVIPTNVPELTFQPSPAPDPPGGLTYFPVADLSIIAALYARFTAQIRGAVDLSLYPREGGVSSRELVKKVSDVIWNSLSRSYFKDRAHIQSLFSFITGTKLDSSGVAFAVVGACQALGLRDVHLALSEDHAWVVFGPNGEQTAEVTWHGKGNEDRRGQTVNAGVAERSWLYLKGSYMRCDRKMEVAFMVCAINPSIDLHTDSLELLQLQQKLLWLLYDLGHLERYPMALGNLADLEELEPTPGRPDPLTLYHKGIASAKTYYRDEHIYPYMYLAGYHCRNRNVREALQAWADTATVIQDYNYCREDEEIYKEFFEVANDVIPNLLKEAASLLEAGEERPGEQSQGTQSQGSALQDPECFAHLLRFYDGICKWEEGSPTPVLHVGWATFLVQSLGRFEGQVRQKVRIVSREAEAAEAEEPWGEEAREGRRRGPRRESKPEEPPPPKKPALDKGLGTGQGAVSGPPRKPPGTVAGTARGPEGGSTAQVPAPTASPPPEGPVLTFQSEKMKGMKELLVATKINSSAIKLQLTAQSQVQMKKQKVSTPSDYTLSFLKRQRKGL
Rab9 promoter act – qHTS Assay for Rab9 Promoter Activators; Huh7 Rab9 promoter-luciferase reporter, luminescence, 24 h; Potency, µM (doses to about 9.22 µM), for inactives: at the highest dose activation, negative = inhibition, actives largely listed as activators; 2.8% of 320,000 active; also: potency is read from the fitted curve at half-maximal effect; % of control where 0% means no effect; nearly all actives have a fitted effect of over 60% in size
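Quantitative HTS format; Huh7 Rab9-luciferase reporter cells (1500/well) receive compound 2 h post-plating, incubate 24 h at 37 °C, then get luciferase reagent for 10 min before luminescence reading.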
ELG1 genotoxic – qHTS screen for small molecules that induce genotoxicity in human embryonic kidney (HEK293T) cells expressing luciferase-tagged ELG1 | 1.3% of 330,000 active | HEK293T ELG1-luciferase reporter, luminescence, 16 h | Potency, µM (titrated, usually from 46 µM), for inactives: at the top dose activity change, positive = activation, hits mostly activators | AID 504466, 2011; also: potency is read from the fitted curve at half-maximal effect; % of control where 0% means no effect; nearly all actives have a fitted effect of over 60% in size
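Reporter readout depends on ELG1 protein level, which increases with genetic stress. After 16 hr compound exposure at 37 °C, luciferase activity was quantified using ONE-Glo.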
Giardia kill – Small Molecules that selectively kill Giardia lamblia: qHTS; activity change, % at 7.66 µM, hits read low; Giardia lamblia trophozoite viability; 0.15% of 340,000 active; in the data active = activity change below about -80%; inconclusive = between about -30% and that limit;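 also: parasites exposed to compound for two days anaerobically before the ATP read; % is scaled to controls: 0 for no effect and ±100 for the full control effect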
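Giardia lamblia trophozoites (100 cells/well) were incubated with compounds for 48 h at 37 deg C under anaerobic conditions. Viability was read as ATP content by one-step luminescence after 15-30 min at room temperature.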
FLuc counter – qHTS profiling assay for firefly luciferase inhibitor/activator using purifed enzyme and Km concentrations of substrates (counterscreen for miR-21 project) | 6.9% of 360,000 active | purified FLuc, Km substrates, luminescence inhibition | Potency, µM (top dose mostly 57.5 µM), for inactives: at the top dose activity change, negative = inhibition, hits mostly inhibitors | Luciferin 4-monooxygenase (Photinus pyralis), P08659;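 also: potency is read from the fitted curve at half-maximal effect; plate controls were vehicle for no effect and reference inhibitor for full effect; nearly all actives have a fitted effect of over 55% in size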
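Biochemical qHTS of compounds, final roughly 60 µM downward over six points, against 10 nM purified firefly luciferase using Km concentrations of substrates (10 uM D-luciferin, 10 uM ATP) in Tris acetate pH 7.5 buffer; luminescence output.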
BRCA1 expr act – qHTS Assay to Identify Small Molecule Activators of BRCA1 Expression; MCF7-BRCA1-FFLuc reporter, luminescence, 48 h; response scale: scaled: vehicle 0%, 10 µM genistein 100%; Potency, µM (top dose mostly 46.1 µM), without a hit: at the highest dose activation, actives largely listed as activators; 1.1% of 380,000 active; AID 624202, 2012; also: potency is read from the fitted curve at half-maximal effect; nearly all actives have a fitted effect of over 80% in size; some results filed as inactive show a strong effect at the top dose
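First, MCF7-BRCA1-FFLuc cells (2000/well) attach for 2 h; next, compounds are pin-added and incubated 48 h at 37 °C; finally, luciferase reagent is added and luminescence read after 15 min.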
p53 reactivation – qHTS assay for re-activators of p53 using a Luc reporter | H1299 p53-A138V BP100-luciferase reporter, luminescence, 24 h | Potency, µM (titrated, usually from 92.2 µM), without a hit: top-dose activity change, positive = activation, actives largely listed as activators | 0.063% of 320,000 active | AID 504706, 2011; also: potency is read from the fitted curve at half-maximal effect; % of control where 0% means no effect; nearly all actives have a fitted effect of over 45% in size
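p53-null H1299 cells stably carrying temperature-sensitive p53-A138V and a BP100-luciferase reporter were pinned with compounds (4-point, 1:5 series) and held 24 hrs at 37 deg C. Luminescence was read 10 min after detection reagent.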
VP16 counter – VP16 counterscreen qHTS for inhibitors of ROR gamma transcriptional activity. Drosophila S2 Gal4-VP16 UAS-luciferase, luminescence, 20 h. 3.5% of 310,000 active. AID 2546, 2010. Potency, µM (highest dose often 53.6 µM), without a hit: at the top dose activity, negative = inhibition, hits mostly inhibitors;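 also: Gal4-VP16 expression switched on by copper sulfate through the metallothionein promoter; potency is read from the fitted curve at half-maximal effect; % is scaled to controls: 0 for no effect and ±100 for the full control effect; nearly all actives have a fitted effect of over 50% in size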
PKM2 activator – qHTS Assay for Activators of Human Muscle isoform 2 Pyruvate Kinase; Potency, µM (top dose mostly 57.5 µM), without a hit: at the top dose activation, hits mostly activators; purified PKM2, Kinase-Glo ATP luminescence, activation; response scale: 0% is enzyme alone, no compound; 0.34% of 260,000 active; also: potency is read from the fitted curve at half-maximal effect; % is scaled to controls: 0 for no effect and ±100 for the full control effect; nearly all actives have a fitted effect of over 55% in size
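ATP formation by purified human PK-M2, quantified via coupled luciferase luminescence after 1 h at room temperature with 0.1 mM ADP and 0.5 mM PEP final.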
NPC1 promoter act – qHTS Assay for NPC1 Promoter Activators | Potency, µM (highest dose often 9.22 µM), for the others: at the highest dose activation, most hits filed as activators | 2.4% of 320,000 active | Huh7 NPC1 promoter luciferase reporter, 24 h;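 also: potency is read from the fitted curve at half-maximal effect; % of control where 0% means no effect; nearly all actives have a fitted effect of over 60% in size; reporter is driven by a mutant NPC1 promoter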
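NPC1 promoter–luciferase Huh7 cells; 24 h compound; luminescence.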
The depositor's hits bear a star; u = inconclusive; x = no result given; & = joins results of further samples; [ ] = remark or other dose. Unless noted, calls follow the shape of the dose curve; as a rule, active = well fitted curve in the direction sought with a large enough effect; inconclusive = small, poorly fitted or top-dose-only effect, or another doubt; inactive = no such curve, though single readings can be large; an effect the other way counts as inactive or inconclusive. These rows are one share of the data; rates above refer to the full screens.

item	SMILES	RORgamma inh	Menin MLL FP TR	Rab9 promoter act	ELG1 genotoxic	Giardia kill	FLuc counter	BRCA1 expr act	p53 reactivation	VP16 counter	PKM2 activator	NPC1 promoter act
1	O=C(COC(=O)CCNS(=O)(=O)c1ccc(Cl)cc1)NCc1ccco1	19%	9%	4%	-5%	21	2%	-8%	-19%	-10%	0%	-1%
2	O=C(Nc1ccc2c(c1)OCCO2)C1CCCC1	x	x	27%	u	-7	9.5µM*	51%	u	x	x	21%
3	Cn1c(=O)c2c(nc(N3CCN(C(=O)c4ccco4)CC3)n2CCSc2ncccn2)n(C)c1=O	4%	-5%	-7%	0%	1	0%	-23%	-3%	-6%	-5%	-7%
4	CN(C)CCCNC(=O)/C=C/c1ccc2c(c1)OCO2	-3%	-10%	-5%	1%	22	2%	7%	1%	4%	0%	0%
5	COc1ccc(C(CNC(=O)CNC(=O)c2ccccc2Cl)N2CCCC2)cc1 (stereo not drawn)	x	x	2%	3%	-3	-3%	8%	7%	x	x	-8%
6	CC(NC(=O)c1cc(S(=O)(=O)N2CCOCC2)ccc1F)c1ccc(-n2ccnc2)cc1 (stereo not drawn)	x	x	3%	2%	-12	5%	-5%	-15%	x	x	2%
7	Cc1cccc(C(=O)N2CCN(c3ccc(N4CCOCC4)nn3)CC2)c1	17%	x	11%	-2%	3	3%	-8%	-1%	-3%	4%	-2%
8	O=C(C[n+]1cc(-c2ccc(Cl)cc2)n2c1CCC2)Nc1nc(-c2ccccc2)cs1	6%	x	-5%	-6%	-12	2%	-5%	-2%	-6%	-4%	-3%
9	Cn1c(=O)n(CC(N)=O)c(=O)c2c1nc1n2CCCN1Cc1ccccc1	-13%	-25%	-10%	-3%	22	0%	12%	-2%	5%	x	-4%
10	O=C(COC(=O)C1CCN(c2ccc(C(F)(F)F)cn2)CC1)Nc1ccc(Cl)cc1	x	x	0%	-3%	-17	-5%	3%	3%	x	x	-1%
11	CSc1n[nH]c(-c2sccc2OCc2ccc(C)cc2)n1	-22%	0%	-8%	-3%	5	u	-22%	1%	-13%	-2%	-5%
12	CCNC(=S)N(CCc1c(C)[nH]c2ccc(Cl)cc12)Cc1cccnc1	-6%	35%[activator]	-8%	-2%	3	-2%	-27%	u	4%	x	1%
13	Cc1ccc(-c2nn3c(C)nnc3c3ccccc23)cc1S(=O)(=O)NC(C)(C)CO	-44%	-12%	-11%	21µM*	10	5%&-1%	-81%	-8%	6%	-21%	-7%
14	COc1ccc2c(C(=O)CN3CCN(CCO)CC3)c[nH]c2c1	1%	1%	-18%	11%	1	4%	0%	0%	-2%	-3%	-4%
15	CC(=O)Nc1nc(C)c(CCC2OCCO2)c(=O)[nH]1	-9%	6%	-6%	-6%	5	-2%	-1%	3%	-2%	3%	2%
16	c1ccc(CN2CCN(c3ncccn3)CC2)nc1	-7%	-5%[11.7 µM]	8%	15%	x	-1%	x	3%	-7%	-16%	7%
17	COc1ccc(NC(=O)C2CCC(CNc3c(N4CCCCC4)c(=O)c3=O)CC2)cc1OC (stereo not drawn)	28%	7%	4%	6%	-10&-8	6%	-18%&4%	1%	-3%	-4%	-1%
18	O=C(NNC(=O)c1cccs1)c1ccco1	-3%	-1%	-1%	3%	1	3%	31%	1%	-9%	-1%	0%
19	O=C(CN1c2ccccc2Sc2ccccc21)NNC(=S)Nc1ccc(Cl)cc1	10µM*	x	2%	-12%	8	-1%	-11%	-1%	u	1%	-1%
20	CCCCNC(=O)OC(C)CNC(=O)OC (stereo not drawn)	7%	5%	-5%	-1%	-8	4%	-12%	0%	7%	-1%	-2%
21	CCCCN(C(=O)c1cc(S(=O)(=O)N2CCCCCC2)ccc1OC)c1c(N)n(CCC)c(=O)[nH]c1=O	x	x	-3%	-3%	-1	1%	20%	5%	x	x	5%
22	Cc1ccc(OCCCn2c(=O)sc3ccccc32)cc1	u	-11%	15%	2%	-2	17µM*	43%	-3%	-14%	0%	16%
23	CCOC(=O)N1CCC(NC(=O)C2CCCN(Cc3nc(-c4cccc(C)c4)oc3C)C2)CC1 (stereo not drawn)	21%	-22%	-17%	-5%	-3	3%	0%	-3%	u	x	-18%
24	Cc1cc(=O)oc2cc(OC(C)C)ccc12	-9%	-1%	6%	13%	10	-11%	6%	6%	3%	15%	1%
25	Cc1cccc(NC(=O)N(Cc2cc3cc(C)cc(C)c3[nH]c2=O)CC2COCCO2)c1 (stereo not drawn)	-3%	u	-3%	-8%	39[activator]	-1%	-63%	1%	1%	12%	-1%
26	O=C(c1cccs1)N1CCC(c2nc3c(nnn3Cc3ccccc3Cl)c(=O)[nH]2)CC1	14%	12%	0%	7%	-13	5%	-30%	0%	-6%	x	0%
27	CC(OC(=O)C1CC(=O)N(Cc2ccco2)C1)C(=O)Nc1ccccc1[N+](=O)[O-] (stereo not drawn)	x	x	0%	0%	5	-2%	-9%	u	x	x	8%
28	CCN(CC(=O)NC(=O)NC1CCCCC1)Cc1ccccc1	x	x	-1%	7%	-5	-5%	-3%	5%	x	x	1%
29	COc1ccccc1-c1nnc(SCC(=O)NC2CCCCC2)o1	12%	-4%	-7%	1%	23	-12%	-57%	3%	3%	-1%	7%
30	O=C(CCN1C(=O)[C@@H]2Cc3ccccc3CN2C1=O)N[C@@H](C(=O)O)c1ccccc1	-17%	4%	-5%	1%	-6	2%	-13%	10%	-2%	0%	-5%
31	Cc1ccc(S(=O)(=O)N2CCc3ccccc3C2CN2C(=O)c3ccccc3C2=O)cc1 (stereo not drawn)	-2%	16%	-8%	-15%	4	-1%	-27%	12%	13%[0.365 µM]	0%	-4%
32	CN(C)C(=O)CCC(=O)N1CCCC(C(=O)c2ccc3c4c(cccc24)CC3)C1 (stereo not drawn)	32%	0%	1%	-5%	-5	u	-1%	-1%	-11%	-2%	0%
33	CC1CCC(NC(=O)COC(=O)CSc2ccc(C(N)=O)cc2[N+](=O)[O-])CC1 (stereo not drawn)	x	x	-3%	-1%	18	1%	-6%	-1%	x	x	4%
34	N/C(Cc1ccc(Cl)cc1Cl)=N\OC(=O)c1ccc(Br)o1	2%	14%	0%	-2%	-24	5%	-9%	-7%	u	-2%	1%
35	CCOC(=O)C(C)(C)n1nnc(-c2ccc([N+](=O)[O-])cc2)n1	4%	8%	-1%	-3%	-10	0%	28%	-2%	-14%	-19%	-2%
36	O=c1nccc(N/N=C/c2cccc(O)c2)[nH]1	-11%	1%	17%	11%	6	-14%	2%	12%	-10%	x	19%
37	Cc1nc(N=C(N)N)nc2c(C)cccc12	-27%	u	-18%	-1%	-20	1%	-87%	20%	-4%	3%	-13%
38	CCC(=O)NC(=S)Nc1ccc(NC(=O)c2ccco2)c(Cl)c1	2.5µM*	-12%	3%	11%	8	-6%	66%	16%	-29%	-21%	4%
39	Cc1ccc(-c2nnc(SCC(=O)N/N=C/c3ccccc3C(=O)O)n2-c2ccc(C)cc2)cc1	16%	x	-4%	-3%	53[activator]	0%	-3%	0%	2%	-3%	-3%
40	Cc1c(/C=N/NC(=O)c2ccc(Br)o2)cnn1C	10%	x	-6%	3%	-18	u	-17%	3%	u	-2%	-2%
41	CC(C)CN1C(=O)c2ccc(C(=O)Nc3ccc(OCC(=O)O)cc3)cc2C1=O	-8%	7%	-4%	-1%	-22	6.7µM*	-4%	18%	-9%	x	-3%
42	CC1(C2CC2)NC(=O)N(CC(=O)NCc2ccc(Cl)cc2Cl)C1=O (stereo not drawn)	x	x	-1%	2%	-15	-6%	5%	-6%	x	x	0%
43	CCCCCN=Cc1c(C)[nH]n(-c2nc3ccccc3s2)c1=O	10µM*	-4%	u	2.9µM*	u	4.8µM*	-72%	u	u	-23%	u
44	COc1ccc(CN2CCN(c3ncccn3)CC2)c(C)c1C	-13%	u	-7%	-11%	-14	0%	5%	16%	-4%	-5%	2%
45	COc1ccccc1NCCC(=O)OCC(=O)Nc1cccc(S(=O)(=O)N(C)C)c1	x	x	0%	-1%	-21	-7%	-4%	0%	x	x	-1%
46	C/C(=N\OCC(=O)Nn1c(C)nc2ccccc2c1=O)c1cccs1	2%	x	-8%	-4%	25	6%	-4%	-6%	1%	0%	1%

Screens as filed in PubChem.
